Source: PubChem
hgDAF-12 ag – hgDAF-12 agonism, primary luciferase screen. activation, % at 6.8 µM. HEK293 GAL4-hgDAF12 UAS-luciferase reporter, agonist luminescence; normalized to butyrate control. AID 687014. hit rate 1.8% among 370,000;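 active means activation above a cutoff set at the mean of all screened compounds plus 3 SD, cut at about 10% in these data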;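 further: 0% = DMSO wells and 100% = sodium butyrate wells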
PLC-beta3 inh – PLC-beta3 (human) inhibition, primary screen; Purified PLC-beta3, fluorogenic substrate, fluorescence; inhibition, % at 12.2 µM; hit rate 0.18% among 370,000; AID 720704; in the data active means inhibition above about 11%;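 further: 0% = median of compound wells on plate and 100% = full blocker control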
SMARCA2 activ – activators of SMARCA2 function; MG213 cells, MMTV-luciferase reporter, dexamethasone, overnight; activation, % at 9.1 µM; hit rate 1% among 370,000; in the data active means activation above about 7.8%;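 further: 0% = vehicle wells and 100% = reference activator wells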
DAX1 inh-1 – DAX1 (NR0B1) inhibition, primary screen. HEK293T StAR-luciferase reporter, SF-1/DAX-1 repression relief. inhibition, % at 6.8 µM. hit rate 1.1% among 370,000. AID 652010;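 active means inhibition above the mean over all tested compounds plus 3 SD, cut at about 3.6% in these data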;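 further: 0% = DAX-1 cells with DMSO and 100% = cells lacking DAX-1 with DMSO; higher inhibition means more luminescence from relief of DAX-1 repression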
ADAM17 inh – ADAM17 inhibition, QFRET primary screen; inhibition, % at 6.95 µM; recombinant ADAM17, EDANS/DABCYL FRET peptide cleavage; P78536; hit rate 0.83% among 370,000;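 active means inhibition above the mean of compounds lying between control limits plus 3 SD, set per campaign, cut at about 8.5% in these data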;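 further: 0% = DMSO-only wells as the low control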
Target sequence (P78536 215-824 limits assumed): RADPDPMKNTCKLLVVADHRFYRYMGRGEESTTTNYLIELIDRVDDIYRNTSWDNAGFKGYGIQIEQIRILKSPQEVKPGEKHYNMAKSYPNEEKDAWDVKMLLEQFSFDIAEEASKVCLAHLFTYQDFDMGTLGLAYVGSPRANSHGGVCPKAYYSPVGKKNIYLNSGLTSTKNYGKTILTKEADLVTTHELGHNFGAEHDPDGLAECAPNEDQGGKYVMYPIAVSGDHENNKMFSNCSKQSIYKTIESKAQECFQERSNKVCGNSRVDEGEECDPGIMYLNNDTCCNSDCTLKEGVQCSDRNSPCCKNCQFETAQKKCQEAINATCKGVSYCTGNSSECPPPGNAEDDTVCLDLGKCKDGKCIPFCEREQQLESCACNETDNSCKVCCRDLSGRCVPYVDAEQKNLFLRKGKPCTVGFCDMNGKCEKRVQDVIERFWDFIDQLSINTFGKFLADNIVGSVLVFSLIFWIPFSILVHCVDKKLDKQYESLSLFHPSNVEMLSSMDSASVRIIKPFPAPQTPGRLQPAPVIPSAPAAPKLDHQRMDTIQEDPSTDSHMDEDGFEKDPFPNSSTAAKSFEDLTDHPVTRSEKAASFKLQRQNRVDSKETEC
DAX1 inh-2 – inhibitors of human orphan nuclear receptor DAX1 (NR0B1); hit rate 0.99% among 340,000; HEK293 Gal4-DAX1 luciferase reporter, luminescence; inhibition, % at 6.75 µM; AID 504766; P51843;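 active means inhibition above the mean over all tested compounds plus 3 SD, cut at about 4.2% in these data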;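 further: 0% = DAX1-transfected cells with DMSO and 100% = empty-vector control cells with DMSO; inhibition shows as a rise in luminescence from relieved DAX1 repression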
ssDAF-12 act – activators of S. stercoralis DAF-12 nuclear receptor | HEK293 ssDAF-12/GRIP1 lit1-tk-luc reporter, luminescence; % of 3 µM dafachronic acid response | activation, % at 6.8 µM | hit rate 1% among 370,000;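 active means activation above the mean over all tested compounds plus 3 SD, cut at about 0.9% in these data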;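 further: 0% = DMSO-only wells and 100% = 3 µM delta7-dafachronic acid wells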
PLCg1 inh – inhibitors of human phospholipase C gamma1 | P19174 | purified PLC-gamma1, fluorogenic substrate, fluorescence | hit rate 0.84% among 370,000 | inhibition, % at 12.2 µM; in the data active means inhibition above about 9.5%
Rev-erbA mod – modulators of human Rev-erb alpha DNA binding. P20393. Rev-erbα–FITC-DNA binding, fluorescence polarization, 90 min. activity, % at 10 µM. hit rate 0.79% among 370,000. AID 1259318;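 active means activity above about 14%, limit read from the data; passing the limit was not always enough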;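 further: 0% = DMSO wells with 35 nM protein and 100% = DMSO wells with 750 nM protein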
hcDAF12 agonist – H. contortus DAF-12 activation, primary screen | HEK293 hcDAF-12 lit1-tk-luc reporter, luminescence; 0% DMSO, 100% Δ7-dafachronic acid | activation, % at 6.8 µM | AID 652067 | hit rate 1.4% among 370,000;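 active means activation above the mean of all tested compounds plus 3 SD, cut at about 5.5% in these data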;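 further: 100% = response to 3 µM Δ7-dafachronic acid high control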
MBD2 DNA inh – inhibitors of human MBD2 binding to methylated oligonucleotide | Q9UBB5 | TR-FRET | inhibition, % at 4.4 µM | hit rate 0.31% among 370,000 | AID 686964; in the data active means inhibition above about 13%
Target sequence (Q9UBB5 whole entry, looked up): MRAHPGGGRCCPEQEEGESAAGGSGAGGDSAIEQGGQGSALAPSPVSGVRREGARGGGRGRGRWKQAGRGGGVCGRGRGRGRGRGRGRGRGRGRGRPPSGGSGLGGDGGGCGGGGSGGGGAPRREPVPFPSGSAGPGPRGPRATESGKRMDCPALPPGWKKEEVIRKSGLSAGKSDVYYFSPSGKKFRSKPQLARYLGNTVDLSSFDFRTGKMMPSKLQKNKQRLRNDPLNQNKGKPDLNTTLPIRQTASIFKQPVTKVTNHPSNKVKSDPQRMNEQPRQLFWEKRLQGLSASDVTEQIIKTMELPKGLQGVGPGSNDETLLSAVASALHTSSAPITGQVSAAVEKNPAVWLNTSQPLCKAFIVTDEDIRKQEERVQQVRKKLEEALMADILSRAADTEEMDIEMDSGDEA
Active calls of the source: *; x = not tested or not shown.

A first look (2 entries):
Values in the order – hgDAF-12 ag	PLC-beta3 inh	SMARCA2 activ	DAX1 inh-1	ADAM17 inh	DAX1 inh-2	ssDAF-12 act	PLCg1 inh	Rev-erbA mod	hcDAF12 agonist	MBD2 DNA inh
COC(=O)c1ccc(CSC2=NC[C@@H]3[C@@H]4C(=O)N(C)C(=O)[C@@H]4[C@](C)(C(=O)OC)N23)cc1
 : 1.6	2	2	-0.6	-2	0.5	-0.9	-1	-1	1.1	-3
COc1ccc(OCc2nnc(SCC(=O)Nc3ccc(C)cc3)o2)cc1
 : 1.6	-7	-1	-0.5	1	-1.0	-0.8	-2	-2	-2.0	-1

All compounds of this part, repeating the preview:
Values in the order – hgDAF-12 ag	PLC-beta3 inh	SMARCA2 activ	DAX1 inh-1	ADAM17 inh	DAX1 inh-2	ssDAF-12 act	PLCg1 inh	Rev-erbA mod	hcDAF12 agonist	MBD2 DNA inh
COC(=O)c1ccc(CSC2=NC[C@@H]3[C@@H]4C(=O)N(C)C(=O)[C@@H]4[C@](C)(C(=O)OC)N23)cc1
 : 1.6	2	2	-0.6	-2	0.5	-0.9	-1	-1	1.1	-3
COc1ccc(OCc2nnc(SCC(=O)Nc3ccc(C)cc3)o2)cc1
 : 1.6	-7	-1	-0.5	1	-1.0	-0.8	-2	-2	-2.0	-1
COc1ccc(NC(=O)c2oc3ccccc3c2C)cn1
 : 6.7	-8	9.8*	6.4*	1	0.8	1.1*	2	-4	11*	-5
O=C(c1cnn2c(C(F)(F)F)cc(-c3cccs3)nc12)N1CCN(Cc2ccccc2)CC1
 : -0.4	-94	0	-0.4	-13	-1.8	-1.0	-69	2	-1.8	3
Oc1ccccc1-c1cc(-c2ccc(F)cc2)n[nH]1
 : 22*	-3	3	2.6	0	11*	4.3*	1	8	19*	4
O=c1c(C(c2ccc(Br)cc2)c2c(O)nc3n(c2=O)CCS3)c(O)nc2n1CCS2
 : 0.1	-8	0	0.1	-1	1.4	-1.0	5	7	-0.6	-4
Cc1ccc(Cl)cc1-c1cc(C(=O)Nc2ccc(F)cc2)[nH]n1
 : 1.6	2	1	4.1*	4	x	-1.2	2	-1	-1.4	2
COc1ncc(-c2cccc3nccn23)c(OC)n1
 : 0.6	-96	1	0.1	-35	x	-0.6	-77	5	-0.1	1
Cc1cc(CN2CCN(c3ncc(Cc4ccccc4)cn3)CC2)cc(C)c1O
 : 1.3	-1	-6	-0.7	-2	x	-0.6	1	-7	-2.2	1
COC(=O)c1sccc1NC(=O)CC1NCCNC1=O (stereo not given)
 : 3.3	-7	0	-0.5	-3	1.5	0.0	-2	-1	4.2	-5
CCOC(=O)Nc1ccc(C(=O)Oc2ccccc2)c(O)c1
 : 8.3	-2	0	0.0	0	2.4	-1.1	1	0	0.9	4
CC(C)(C)c1ccc(C(=O)Nc2cnccn2)cc1
 : 9.9	1	2	5.3*	-6	-1.0	0.5	1	-5	6.7*	-4
COc1ccc(S(=O)(=O)N2CCc3cc4c(cc3C2C)OCCCO4)cc1 (stereo not given)
 : 0.0	-16	-4	-1.5	4	0.4	-1.2	-10	5	-2.6	-3
COc1ccc(CC(=O)c2cc(OC)c(OC)cc2CC(=O)O)cc1OC
 : 0.8	-4	0	0.1	-4	0.8	-0.8	0	1	-1.5	1
COc1ccccc1NC(=O)NC(=O)N(C(C)C)S(C)(=O)=O
 : 2.6	3	3	-0.4	2	-0.3	-1.8	2	-5	-1.1	0
COc1ccccc1NC(=O)COC(=O)C1C2CC3OC(=O)C1C3C2 (stereo not given)
 : 1.1	-6	1	-0.1	-1	2.6	-1.1	-1	-1	-0.7	0
C1=Nc2c(Nc3ccccc3)ncnc2Oc2ccccc21
 : 2.1	-3	2	-0.2	-2	-0.5	-0.8	-2	-1	-2.5	-4
CCC(=O)N1CCc2cc(Br)cc(S(=O)(=O)NCCN3CCCC3)c21
 : -0.3	-4	0	-0.4	-3	-0.7	-1.2	0	6	0.1	1
O=C(Nc1cccc(Cl)c1Cl)c1csc([C@@H]2O[C@H](CO)[C@H](O)[C@H](O)[C@H]2O)n1
 : -1.3	2	3	0.3	-1	x	-1.9	-1	12	-1.1	-1
Cc1ccc[n+](CC(=O)Nc2ccc([N+](=O)[O-])cc2)c1
 : 0.0	0	1	-1.2	2	-0.2	-1.2	2	2	-0.9	1
Cc1cccc(CN(Nc2ccccc2)c2ccccc2)n1
 : 0.3	-1	-2	0.3	1	0.0	0.1	4	-4	-0.2	5
COc1ccccc1CC(=O)Nc1ccc(S(=O)(=O)N2CCCC2)cc1
 : 1.1	-4	2	-0.1	-3	0.1	-1.0	2	-1	0.1	4
CC(=O)NCCc1nc2cc(NC(=O)COc3ccc(C)cc3)ccc2n1C
 : 2.5	-8	-2	-0.1	-2	1.9	-0.8	-3	1	-0.9	11
Cc1cc(C)n(-c2cc(-n3nc(C)cc3C)ncn2)n1
 : -2.4	1	-1	0.8	4	-0.9	-1.1	-1	-9	-1.2	-1
CC(=O)NC(Cc1ccccc1C)C(=O)NC1CCN(c2ncccc2[N+](=O)[O-])CC1 (stereo not given)
 : 1.3	-2	1	0.3	1	x	-1.1	1	2	1.5	2
Cc1ccc(OCCNC(=O)c2cccc(Oc3ccc(C(F)(F)F)cc3[N+](=O)[O-])c2)cc1
 : -0.4	2	-4	-0.2	4	-0.8	-1.0	-4	-1	-2.0	-3
Cc1ccccc1NC(=O)Cc1nc(CN(C)CC(=O)Nc2cccc(F)c2)cs1
 : 1.9	-4	-1	-0.3	6	0.0	-1.5	1	4	-1.2	2
CCN(CC)C(=O)C1CCCc2c1[nH]c1ccc(Cl)cc21 (stereo not given)
 : 2.6	-27	-4	-0.6	-9	-1.5	0.3	-24	9	1.9	6
CCc1ccccc1OCCCCN1CCCCC1
 : 0.1	-5	-2	-1.1	-3	-0.1	0.2	2	5	-1.9	0
O=C(CCc1nc2sc3c(c2c(=O)[nH]1)CCCC3)NCC(=O)Nc1ccccc1Br
 : -1.4	-28	-4	0.5	-12	-0.2	-0.9	-18	0	-0.8	2
Cc1ccc(NC(C(=O)c2ccccc2)c2ccccc2)cc1 (stereo not given)
 : -4.0	-1	-2	-3.0	0	1.9	-0.2	-1	1	1.9	5
Nc1[nH]c(N=NC(=O)c2ccccc2O)c2ccccc12
 : 12*	-5	1	3.1	-3	1.9	-0.7	-5	-2	1.9	-1
CCOC(=O)C1CN(S(=O)(=O)c2ccc(OC)cc2)c2cc(S(=O)(=O)CC)ccc2O1 (stereo not given)
 : -1.1	0	4	-0.2	-2	0.8	-1.0	1	2	-0.6	-1
O=C(Nc1ccccc1C(F)(F)F)NC1(C(=O)N2CCOCC2)CCCCC1
 : 1.9	-50	2	2.4	-1	0.4	-0.4	-31	-33	5.7*	16*
O=C(COC(=O)CCSc1ccc(Cl)cc1)NCc1ccc(Cl)cc1
 : 2.2	-1	0	0.4	5	0.5	-1.6	-2	0	-0.3	-2
CCCCN1CC(O)=C(c2nc(-c3ccc(Cl)cc3)cs2)C1=N
 : 0.6	4	-3	0.8	-2	2.8	-1.5	2	-19	-0.3	0
CCOc1ccccc1NC(=O)COc1ccc(S(=O)(=O)N2CCCC2)cc1
 : -1.8	-2	0	-0.4	0	-0.7	-1.0	0	-6	-2.6	0
COc1ccc(NC(=O)CN(C)C(=O)CN2C(=O)C3CCCCC3C2=O)cc1 (stereo not given)
 : 1.7	1	-1	0.6	-3	0.9	-0.9	-1	-4	0.4	-4
O=C1CNC(=S)N1c1nc(-c2ccccc2)cs1
 : 8.6	0	1	1.1	2	0.5	-1.6	-2	1	5.0	4
CC(=O)c1sc(NC(=O)CCCc2nc3ccccc3c(=O)[nH]2)nc1-c1ccccc1
 : -0.1	-6	1	-2.8	-1	-0.2	-1.3	-1	2	1.0	4
CS(=O)(=O)N(CC(=O)Nc1ccc(C(N)=O)cc1)C1CCCCC1
 : -0.2	7	4	0.3	0	-0.8	-1.3	3	0	-1.6	3
CCOC(=O)N1CCC(Nc2nc3ccccc3n3cnnc23)CC1
 : -0.7	11*	-4	1.8	1	-0.4	-1.5	7	-4	-1.4	-3
COc1ccc(Cc2nc3ccccc3c(=O)n2N)cc1OC
 : -1.3	-2	0	-0.1	0	0.2	-1.3	2	-3	-0.5	0
Cc1ccccc1CN1C(=O)CSCC1(C)C(=O)NCc1ccccc1 (stereo not given)
 : -0.4	3	0	0.2	-4	x	-0.8	2	-6	0.8	1
COc1ccc(C(=O)Nc2ccnn2C2CCN(Cc3cn(C)nc3C)CC2)cc1
 : 2.6	-2	0	0.3	0	0.0	-0.4	4	2	0.3	-1
COc1ccccc1C(=O)NNC(=O)c1nn(Cc2ccccc2)c(=O)c2ccccc12
 : -0.2	-11	7	-1.3	-1	-0.1	-0.5	0	-6	3.4	-2
COc1ccccc1NC(=O)c1ccccc1NC(=O)c1ccccc1C(=O)O
 : 1.6	-31	-2	-0.2	-13	0.7	-1.0	-23	-1	-3.1	-4
CN(c1ccccc1)S(=O)(=O)c1cc(C(=O)OCC(=O)N2CCN(C(=O)c3ccco3)CC2)ccc1Cl
 : -1.1	-4	-6	-1.1	0	-2.2	-2.3	0	-3	-2.6	2
COc1cc(CC(=O)O)ccc1O
 : 4.5	-1	-2	0.1	-2	-0.8	-1.1	-2	4	-2.0	0
CCCCN(C)CCNC(=O)CN1C(=O)CSc2ccc(S(=O)(=O)N3CCOCC3)cc21
 : 0.8	-4	-1	1.0	1	1.1	-1.4	-6	-4	0.1	-1
Cc1ccc(CCNS(=O)(=O)c2cc3c(cc2Cl)NC(=O)CO3)cc1
 : -3.5	0	0	0.4	1	-1.1	-1.3	-2	0	-1.9	-3
CCOC(=O)N1CCC(NC(=O)C2CCCN(c3nc4ccccc4o3)C2)CC1 (stereo not given)
 : -1.8	2	-5	-0.1	-3	-0.1	-2.0	3	3	-2.2	0
CCCCNC(=O)C1(C(=O)c2ccc(OC)cc2)CC(c2ccccn2)=NO1 (stereo not given)
 : 6.0	0	5	2.0	-3	x	-0.3	0	5	2.4	-6
CN(Cc1c(C(=O)N/N=C/c2c(F)cccc2Cl)nnn1-c1nonc1N)c1ccccc1
 : -1.1	-15	-2	0.1	4	-0.5	-0.5	-3	10	-0.8	0
OCC(Cc1ccccc1)Nc1c2ccccc2nc2ccccc12 (stereo not given)
 : 1.9	-166	9.8*	0.0	-231	-1.2	-1.9	-139	4	-1.0	-2
C=C(C)CC1N(c2cccc(OC)c2)C(=O)C2C(C(=O)O)C3C=CC21O3 (stereo not given)
 : -0.6	-1	0	1.2	-3	1.4	-1.5	0	4	2.4	-3
O=C(C1=NOC2(C1)C(=O)Nc1ccccc12)N1CCOCC1 (stereo not given)
 : 3.4	2	3	0.3	-1	x	-0.7	3	-4	-0.3	1
Cn1nc(C(=O)OCC(=O)NCc2ccc(Cl)cc2Cl)c2ccccc2c1=O
 : 0.2	3	1	-1.9	-2	-0.6	-0.1	-1	18*	-2.4	-7
Cc1cccc(NC(=O)CNC(=O)COC(=O)C2CC2C)c1C (stereo not given)
 : 0.8	-6	2	0.2	1	1.2	-0.3	-2	-1	-0.2	5
CN(C)S(=O)(=O)c1cccc(N2C(=O)CC3(CCCCC3)CC2=O)c1
 : -1.7	-5	-2	-1.6	-2	2.6	-1.2	1	x	-0.6	0
COc1ccc(C(=O)NC(=S)Nc2cccc3nc(C)ccc23)cc1OC
 : 1.6	-7	-3	-0.3	0	x	-1.3	2	2	-1.6	-4
